# CaV13 FRET inh = Disruptors of the CACNA1D IQ motif to Ca2+-dependent inactivation inhibitor domain association, primary screening, Förster resonance energy transfer in intact living …; HEK cells, CFP/YFP FRET ICDI-IQ, plate reader, 10 min; percent FRET-ratio fall versus neutral wells; inhibition, % at 12.3 µM; hit rate 0.098% among 340,000; AID 743397;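 active = mean replicate inhibition of at least 30% and at least 1% of replicates passing that level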;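 also: 0% = median of the neutral control wells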
# aDG glyco act = increases alpha dystroglycan glycosylation; Pro5-aDG cells, alpha-DG glycosylation AlphaScreen (IIH6); 0% Pro5, 100% B10-LARGE cell signal; activation, % at 10 µM; hit rate 0.22% among 360,000; AID 624168;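 active = activation of at least 8% versus controls, or a plate z-score of at least 8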;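 also: Pro5 are CHO cells carrying HIG-tagged alpha-DG that lacks glycosylation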
# HIF-2a block = HIF-2a inhibition | 786-0 RCC cells HIF-2a reporter, luciferase luminescence, overnight | AID 624352 | hit rate 0.72% among 360,000 | inhibition, % at 18.8 µM;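 active = inhibition of the luminescence signal of 40% or more relative to plate controls, in a single-dose primary screen at 18.75 µM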
# Granule exo inh = lytic granule exocytosis inhibition. inhibition, % at 10 µM. AID 651702. hit rate 0.66% among 360,000. TALL-104 LAMP-1 surface exposure, flow cytometry; cells stimulated with thapsigargin and PMA;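 active = inhibition above about 55%, limit read from the data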
# PDI inh = blocks human protein disulfide isomerase activity | PDI insulin aggregation turbidity, A650, 90 min | inhibition, % at 10 µM | hit rate 0.052% among 350,000 | AID 588391;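 active = mean inhibition across replicates of 30% or more, whatever share of single replicates reach that level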;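 also: absorbance from insulin aggregation driven by PDI reduction with DTT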
# Target sequence (P07237 whole entry, looked up): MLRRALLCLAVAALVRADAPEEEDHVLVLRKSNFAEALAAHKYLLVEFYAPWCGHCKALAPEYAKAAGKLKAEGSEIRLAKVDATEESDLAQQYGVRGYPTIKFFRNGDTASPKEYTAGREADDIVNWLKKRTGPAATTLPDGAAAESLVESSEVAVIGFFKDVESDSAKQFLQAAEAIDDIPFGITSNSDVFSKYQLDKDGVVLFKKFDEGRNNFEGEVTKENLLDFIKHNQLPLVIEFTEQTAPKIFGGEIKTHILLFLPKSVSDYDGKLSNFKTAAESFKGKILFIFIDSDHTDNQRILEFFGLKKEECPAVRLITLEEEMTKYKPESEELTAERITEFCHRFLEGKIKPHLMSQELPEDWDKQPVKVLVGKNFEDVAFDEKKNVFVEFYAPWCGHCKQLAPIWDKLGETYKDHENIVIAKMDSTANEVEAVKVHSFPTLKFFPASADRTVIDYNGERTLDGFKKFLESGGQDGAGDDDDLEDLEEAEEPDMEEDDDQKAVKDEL
# NR2E3 ag-1 = agonists of human NR2E3 nuclear receptor. Q9Y5X4. CHO-S Gal4-NCOR/VP16-NR2E3 two-hybrid, luciferase. inhibition of corepressor binding, % at 3.98 µM. hit rate 0.35% among 360,000. AID 602229;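 active = inhibition above the mean of all tested compounds plus 3 SD, cut at about 70% in these data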;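 also: 0% = DMSO with NR2E3 transfected cells and 100% = cells lacking NR2E3 construct; higher means lower luciferase signal from less NR2E3 corepressor binding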
# Target sequence (Q9Y5X4 whole entry, looked up, the tested form may be a part): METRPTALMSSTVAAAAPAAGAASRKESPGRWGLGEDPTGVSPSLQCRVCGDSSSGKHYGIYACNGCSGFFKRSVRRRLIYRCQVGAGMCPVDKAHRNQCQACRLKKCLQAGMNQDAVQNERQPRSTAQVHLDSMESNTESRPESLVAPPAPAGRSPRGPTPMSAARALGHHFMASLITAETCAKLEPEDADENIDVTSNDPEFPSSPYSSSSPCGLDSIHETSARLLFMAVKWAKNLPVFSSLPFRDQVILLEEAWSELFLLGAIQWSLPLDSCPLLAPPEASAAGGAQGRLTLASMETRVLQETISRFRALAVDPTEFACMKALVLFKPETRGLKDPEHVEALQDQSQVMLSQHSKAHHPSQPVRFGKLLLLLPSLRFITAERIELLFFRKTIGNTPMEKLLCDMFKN
# Vif inh = blocks HIV Vif function; inhibition, % at 7.49 µM; HEK293T cells, Vif self-association by quenched fluorescence, imaging, 24 h; AID 602346; hit rate 0.35% among 340,000; in the data active = inhibition above about 50%, passing the limit was not always enough; also: some results filed as inactive read as strong as hits
# TRPM1 prom inh = MITF TRPM1 promoter inhibition in SK-MEL-5 cells. SK-MEL-5 TRPM1 promoter luciferase, 24 h. inhibition, % at 12.5 µM. hit rate 0.83% among 330,000. AID 488899;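 active = mean inhibition across replicates of 60% or more, whatever share of single replicates reaches that level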; also: values of inactives mirror those of a sister screen read the other way
# iPSC survival up = hiPSC single-cell survival enhancement; ATPlite luminescence; 100% = ROCK inhibitor wells, 0% = DMSO; survival enhancement, % at 20 µM; hit rate 0.044% among 360,000; AID 602274; in the data active = survival enhancement above about 18%;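 also: cells exposed to compounds for 16 hours before the ATP read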
# Peg3 prom inh = inhibitors of Peg3 promoter | inhibition, % at 20 µM | hit rate 1.7% among 360,000 | HeLa PEG-Prom luciferase reporter, luminescence, overnight;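 active = inhibition of at least 50% at 20 µM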
# NR2E3 ag-2 = NR2E3 (human) agonism; GST-NR2E3/biotin-RetCOR TR-FRET, 1536-well; inhibition of corepressor binding, % at 4.78 µM; hit rate 0.12% among 320,000; AID 2300;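 active = percent inhibition above the cutoff of mean plus 3 SD of all tested compounds, set per screening campaign, cut at about 20% in these data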;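 also: 0% = DMSO wells and 100% = biotin wells as full block of FRET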
#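 Material: NR2E3–RetCOR corepressor complex | Quantity: 1.35 nM GST-tagged NR2E3 final | Schedule: 5 h at 4 °C | Replication: Singlicate compound wells | Reagent: RetCOR corepressor, biotinylated, 7 nM | Controls: Biotin wells as high control, 0.6% DMSO wells as low control | Signal: TR-FRET, Eu(K)-anti-GST donor, streptavidin-D2 acceptor, ex 340, em 617/671 nm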
# Active calls of the source: *; . = no result given.
SMILES,CaV13 FRET inh,aDG glyco act,HIF-2a block,Granule exo inh,PDI inh,NR2E3 ag-1,Vif inh,TRPM1 prom inh,iPSC survival up,Peg3 prom inh,NR2E3 ag-2
CC(=O)Nc1nc2cc(C(N)=O)ccc2s1,-10,0.0,-19,-9,6,-29,-7,-16,-2.1,-5,-2
COc1cc(/C=C2/NC(=O)N(c3cccc(Cl)c3)C2=O)ccc1O,11,-0.2,-209,3,-8,46,-4,-2,1.4,-18,3
COc1cccc(OCC(=O)NNC(=O)Cc2cccs2)c1,-2,-0.1,10,-1,-3,-14,10,-25,-1.0,-3,-3
O=[N+]([O-])c1cccnc1N1CCN(c2ccccc2F)CC1,.,-0.1,-155,2,-8,-46,2,-19,0.0,-93,-2
CCCC(=O)Nc1cc(C)c(NC(=O)C23CC4CC(CC(C4)C2)C3)cn1,-5,-0.2,14,-2,8,8,3,4,1.2,8,1
O=C1OCCC1Sc1nnc(-c2ccc(O)cc2)o1 (configuration not stated),.,-0.2,15,-1,11,-9,1,3,1.2,4,-1
O=C(NC1=NCCS1)c1ccncc1,-3,-0.5,4,1,2,-3,1,-7,0.4,24,2
O=C(Nc1nccs1)c1ccc(F)c(S(=O)(=O)N2CCOCC2)c1,-5,-0.1,2,0,7,-59,-9,1,0.3,5,1
CCc1ccc(NC(=O)C(=O)N/N=C(\C)CC(=O)NCc2ccc(Cl)cc2)cc1,-4,0.4,-38,12,-3,-4,1,1,2.1,1,0
CC(C)(C)NC(=O)COC(=O)CNC(=O)c1cc(Cl)cc([N+](=O)[O-])c1,-5,0.0,6,0,-3,6,-15,4,0.1,-4,1
O=C(NC(=S)N1CCN(c2ccc([N+](=O)[O-])cc2)CC1)c1ccccc1,-5,2.6,4,-2,6,-9,-3,-6,-0.2,10,-2
Cn1cnc(S(=O)(=O)N2CCCC(c3cc(C(=O)Nc4ccc(F)c(Cl)c4)no3)C2)c1 (configuration not stated),-11,0.1,-140,2,3,-46,-10,.,-1.8,-116,.
Cc1nn(CC(=O)NCc2cccc3ccccc23)c(=O)c2ccccc12,-5,-0.1,-11,1,-6,3,-4,7,3.3,24,-2
COc1cccc(N2CCN(c3nc(C)cc(C)c3C#N)CC2)c1,-4,0.0,-9,12,12,18,-2,-17,-0.5,3,2
CCn1cc(CCC(=O)O)c(C)n1,-5,0.5,14,-1,2,23,-3,-5,2.1,1,0
O=C(NCCCn1ccnc1)c1ccccc1Br,-3,-0.2,7,2,0,-1,-17,5,0.0,-22,1
CCc1cccc(OCCCN2C(=O)NC(C)(C)C2=O)c1,.,-0.1,-10,0,0,-9,0,-14,0.9,-5,-2
COc1ccc(-c2cc3ccc(OC(C)C(=O)O)cc3oc2=O)cc1 (configuration not stated),-3,0.0,-16,10,-5,-59,1,-4,-0.4,-7,.
Cc1cc(C(=O)N/N=C/C=C/c2ccccc2)c(C)o1,-2,0.1,-51,-1,8,5,1,-21,-0.5,-40,0
Cc1cc(N2CCN(C)CC2)nc2ccc(NC(=S)N3CCCCC3)cc12,-7,0.1,-48,-1,1,-6,-5,-17,-0.7,-59,.
CCc1nnc(NC(=O)Cc2ccc(S(=O)(=O)N3CCCCC3)cc2)s1,-6,-0.1,-32,-5,1,4,-3,-5,-0.1,0,-2
COc1ccc(C(=O)CC(Nc2ccc([N+](=O)[O-])cc2)c2ccc(Cl)cc2)cc1 (configuration not stated),-5,0.6,-39,-4,0,-1,-5,-15,-1.8,25,2
CCCC(=O)Nc1sc(-c2ccccc2)c(-c2ccccc2)c1C(=O)O,-5,0.0,17,2,-1,-30,-9,2,-0.3,-1,-4
CCN(c1ccccc1)S(=O)(=O)c1cc(C(=O)Nc2ccccc2Cl)ccc1F,-3,0.7,19,4,-5,19,1,17,-1.1,22,2
Cc1cccc2cc3c(NC(=O)C(C)(C)C)nn(CC(C)C)c3nc12,13,0.9,28,-1,-2,-27,.,-2,0.2,18,4

# In the list so far, two have a tert-butyl group.
SMILES,CaV13 FRET inh,aDG glyco act,HIF-2a block,Granule exo inh,PDI inh,NR2E3 ag-1,Vif inh,TRPM1 prom inh,iPSC survival up,Peg3 prom inh,NR2E3 ag-2
CC(C)(C)NC(=O)COC(=O)CNC(=O)c1cc(Cl)cc([N+](=O)[O-])c1,-5,0.0,6,0,-3,6,-15,4,0.1,-4,1
Cc1cccc2cc3c(NC(=O)C(C)(C)C)nn(CC(C)C)c3nc12,13,0.9,28,-1,-2,-27,.,-2,0.2,18,4

# (further entries)
SMILES,CaV13 FRET inh,aDG glyco act,HIF-2a block,Granule exo inh,PDI inh,NR2E3 ag-1,Vif inh,TRPM1 prom inh,iPSC survival up,Peg3 prom inh,NR2E3 ag-2
CC12CCC3c4cc(CN5CCOCC5)c(O)cc4CCC3C1CCC2=O (configuration not stated),-6,-0.2,-24,1,16,13,28,-3,-1.3,11,.
O=C1NCCCC1C(=O)NCCNC(=O)C(F)(F)F (configuration not stated),-8,0.2,4,-4,3,-9,-3,1,4.4,11,0
O=C(c1cccs1)n1nc(-c2ccc(Cl)cc2)nc1NCc1ccco1,-3,-0.1,-90,-1,-2,-23,-4,-21,2.3,-66,2
O=C(CN1CCCCCC1)Nc1ccccc1,-6,0.0,23,-2,4,-8,17,1,0.5,-2,2
O=C1CN(S(=O)(=O)c2cc(C(=O)O)ccc2Cl)c2ccccc2N1,-4,0.0,2,0,-4,-14,3,17,-0.4,17,-4
OCCC1CN(C/C=C/c2ccco2)CCN1Cc1ccccc1 (configuration not stated),-5,0.0,11,-1,-4,-18,-1,-3,0.0,6,-1
NNC1=N[C@H]2CS(=O)(=O)C[C@H]2S1,-3,-0.2,10,8,-1,2,4,8,0.5,1,0
COc1ccc(N2C(=O)c3cccc4c(N(C)CCO)ccc(c34)C2=O)cc1,-15,0.0,-124,-4,7,-23,.,-15,0.2,-47,.
CCCCc1cc(=O)oc2cc(OCc3nn[nH]n3)ccc12,-19,0.0,14,1,-1,10,24,1,0.5,8,-4
CCCOc1ccc(C(=O)NC(=S)Nc2nc3ccccc3s2)cc1,-7,0.1,-97,7,1,-38,4,-6,-1.4,-80,3
Cn1c(=O)c2c(nc(N3CCCCCC3)n2CC(=O)c2ccc(Br)cc2)n(C)c1=O,.,0.5,9,1,5,-17,10,4,0.2,1,6
O=C(CSc1ccc(-c2ccc3c(c2)OCO3)nn1)Nc1nccs1,5,0.2,-31,26,3,5,16,8,-0.5,-1,-10
CCN(CC)C(=O)COc1ccc(N(C)S(=O)(=O)c2ccc(NC(C)=O)cc2)cc1,-15,-0.4,10,-2,-3,10,-3,-7,-0.6,-8,3
COc1ccccc1OCC(=O)N/N=C1/C=C(C)CC1,1,0.0,17,0,3,-37,-4,-1,3.0,12,-2
Cc1ccc[n+](-c2[nH]c(=O)sc2/C=N/N=C(\[O-])CCn2c3ccccc3c3ccccc32)c1,-18,-0.1,26,-2,-3,-1,7,14,0.8,12,5
O=C(COc1ccccc1)Nc1c2c(nn1-c1ccc(F)cc1)CS(=O)(=O)C2,-6,-0.1,13,2,0,-28,6,0,0.6,10,4
CN(C)C(=O)CCc1ccc2c3c([nH]c2c1)[C@]1(CCc2ccccc2)[C@@H](C(=O)N2CCCCC2)C[C@H](CC(=O)NCCC2=CCCCC2)C(=O)N1CC3,-7,0.8,-13,-1,2,-27,2,16,-0.4,-57,.
Cc1ccc(S(=O)(=O)/N=C(\c2ccccc2)N(C)S(=O)(=O)c2ccccc2)cc1,-5,0.1,6,-3,3,3,6,7,-0.6,15,1
Cn1ccc2c(-c3cccc(C=O)c3F)cc3c(c21)C1CCC3C1 (configuration not stated),.,0.0,-3,4,.,6,.,.,1.7,10,.
COc1ccc(CN2CCN(C(=O)c3ccccc3F)CC2)c(OC)c1OC,-5,0.2,13,-4,4,16,-8,-2,0.0,10,3
O=C(O)c1ccc(CS(=O)c2cccc(C(F)(F)F)c2)o1 (configuration not stated),-4,-0.4,9,4,-43,11,0,-1,2.8,2,0
CN(C(=O)c1ccc(NC(=O)Cc2cccc(NC(=O)C3CCCN(C(=O)C4CCC4)C3)c2)cc1)C1CCCC1 (configuration not stated),-3,0.0,9,26,-7,-18,-1,12,-2.2,-3,0
O=C(CCC(=O)c1ccc(Br)cc1)Nc1cccnc1,-4,-0.2,17,1,0,-11,-1,10,5.7,6,0
CCCN(CCC)CCNC(=S)Nc1ccc2nc3n(c(=O)c2c1)CCCCC3,-5,0.4,-9,13,1,-9,3,2,0.1,-7,4
COc1ccccc1/C=C1\NC(=S)N(CC2CCCO2)C1=O (configuration not stated),.,0.0,-54,-1,0,-17,0,-45,3.4,-30,-2

# Next results.
SMILES,CaV13 FRET inh,aDG glyco act,HIF-2a block,Granule exo inh,PDI inh,NR2E3 ag-1,Vif inh,TRPM1 prom inh,iPSC survival up,Peg3 prom inh,NR2E3 ag-2
CC(C)C(=O)NCCc1nc2ccccc2n1CCOc1ccccc1,-19,-0.1,9,-2,-7,-13,-7,7,-0.9,22,4
CC(C)C(NC(=O)OCc1ccccc1)C(=O)O (configuration not stated),-4,0.1,2,-1,-1,-13,-6,-8,2.3,2,0
O=c1c2cc(-c3ccccc3)sc2nc2n1N=C(c1cccs1)CS2,-5,-0.1,-291,0,-11,-126,-4,.,-0.9,-213,-1
O=C(O)c1ccc(/C=N/NC(=O)c2ccc(NS(=O)(=O)c3cccs3)cc2)cc1,-3,0.1,14,-4,-3,0,10,2,2.1,-1,-2
COc1ccc(NC(=O)C2CCCN(S(=O)(=O)c3ccc(C)cc3)C2)cc1OC (configuration not stated),-5,0.2,31,-2,-2,0,0,19,1.9,16,7
N#Cc1ccccc1CSc1nc2ccsc2c(=O)n1Cc1ccccn1,-3,-0.1,-59,0,-9,7,4,-24,0.0,-97,-3
O=C(CSc1nc2scc(-c3ccccc3)c2c(=O)[nH]1)NCCc1ccccc1,-3,-0.1,7,3,1,12,-9,-6,1.3,25,2
COc1ccc(-c2cc(C(=O)NCCN3CCOCC3)c3ccccc3n2)cc1OC,.,0.1,-1,-4,-2,13,-32,7,0.1,-3,2
COc1ccc(OCCCC(=O)OC(C)C(=O)Nc2ccc(C)cc2)cc1 (configuration not stated),-5,-0.1,-4,1,-3,13,-3,8,0.4,-2,5
COc1ccc(NC(=O)CSc2nc3nc(C)cc(C)c3c(=O)[nH]2)cc1OC,-3,-0.4,8,-4,9,6,-3,2,0.1,2,.
Cc1ccc(N(C)C(=O)N2CCN(c3ccccn3)CC2)cc1,-2,0.0,-2,-5,.,-6,15,13,-1.6,0,-3
Oc1c(Br)cc(Cl)cc1C=Nc1ccc(N2CCOCC2)cc1,-63,0.0,9,33,-7,9,-11,5,1.4,9,3
O=c1cc(COc2ccc(Cl)c(Cl)c2)nc2sccn12,-5,-0.1,-204,-5,1,-22,.,-73,-0.9,-103,4
c1ccc(N=P(c2nc3ccccc3o2)(N2CCOCC2)N2CCOCC2)cc1,-8,-0.2,-104,-4,-14,-9,2,-13,-0.8,-35,4
Nc1cc2c(cc1[N+](=O)[O-])-c1ccccc1C2=NO,-7,0.5,-135,-1,-2,-47,-17,-25,-1.4,-107,.

# Bioassay records: PubChem BioAssay, several laboratories
